Compound activity as filed in PubChem.
D1 ag: agonists of human D1 dopamine receptor. P21728. HEK293 T-REx D1 cells, calcium flux, agonist mode. activation, % at 2 µM. 360,000 tested, 1% active; note: 0% is about no effect
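Tetracycline-induced HEK293 TREx D1 cells, force-coupled to calcium signalling, were dye-loaded with a no-wash calcium kit. Compound was pin-added after a 10 s baseline. Fluorescence was read kinetically at 1 cycle/s for 180 s, with calcium rises flagged as agonism.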
D2 agonist: activates the human D2 dopamine receptor; P14416; activation, % at 2 µM; 340,000 tested, 0.53% active; HEK293 T-REx D2 cells, calcium flux agonist mode;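 active = activation over 3 SD above normal in the single-dose calcium agonist read, cut at about 30% in these data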; note: 0% is about no effect
Target sequence (P14416 whole entry, looked up): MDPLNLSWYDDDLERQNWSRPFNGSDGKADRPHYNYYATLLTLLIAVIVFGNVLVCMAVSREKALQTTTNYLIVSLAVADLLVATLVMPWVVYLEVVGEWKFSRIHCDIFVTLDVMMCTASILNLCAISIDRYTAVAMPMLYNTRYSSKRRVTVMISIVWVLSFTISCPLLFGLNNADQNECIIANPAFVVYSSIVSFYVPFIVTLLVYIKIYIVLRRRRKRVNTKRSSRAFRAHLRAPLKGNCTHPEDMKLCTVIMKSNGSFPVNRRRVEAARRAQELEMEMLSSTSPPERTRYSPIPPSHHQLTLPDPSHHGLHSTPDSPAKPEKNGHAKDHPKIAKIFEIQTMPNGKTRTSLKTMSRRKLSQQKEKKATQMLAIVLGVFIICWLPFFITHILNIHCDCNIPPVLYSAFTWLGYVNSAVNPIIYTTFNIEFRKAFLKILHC
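In this primary screen, compounds producing a positive calcium signal within 180 s of addition to tetracycline-induced, force-coupled HEK293 Trex D2 cells are flagged; cells are dye-loaded with a no-wash calcium kit beforehand.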
D1 potentiator: potentiators of human D1 dopamine receptor; potentiation, % at 10 µM; HEK293 TREx D1 cells, calcium flux, dopamine EC20 potentiation; AID 504651; 360,000 tested, 0.036% active; P21728; in the data active = potentiation above about 30%; note: 0% is about no effect
D2 PAM: positive allosteric modulators of human D2 dopamine receptor; P14416; HEK293 T-REx D2, calcium flux, EC20 dopamine potentiation; potentiation, % at 10 µM; 340,000 tested, 0.34% active; AID 485347;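 active = potentiation over 3 SD above the plate norm, cut at about 30% in these data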; note: 0% is about no effect
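Cells plated with tetracycline inducer and held overnight at 30 C; calcium dye loaded 30–90 min at room temperature; baseline taken, compound added and read 180 s; EC20 dopamine then added and read 180 s.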
D2 antag: antagonists of human D2 dopamine receptor | inhibition, % at 10 µM | 340,000 tested, 2% active | HEK293 TREx D2 cells, calcium flux, dopamine EC80; in the data active = inhibition above about 30%; note: 0% is about no effect
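Cells plated overnight at 30 C with tetracycline; no-wash calcium dye, 30–90 min RT; 10 s baseline; compound pinned; 180 s read; EC80 dopamine added; another 180 s read.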
TRHR PAM: TRH receptor (human) allosteric enhancement. P34981. TRHR cells, fluo-8 calcium fluorescence, EC20 TRH enhancement. enhancement, % at 2 µM. 360,000 tested, 0.66% active. AID 493056; in the data active = enhancement above about 30%; note: 0% is about no effect
Target sequence (P34981 whole entry, looked up): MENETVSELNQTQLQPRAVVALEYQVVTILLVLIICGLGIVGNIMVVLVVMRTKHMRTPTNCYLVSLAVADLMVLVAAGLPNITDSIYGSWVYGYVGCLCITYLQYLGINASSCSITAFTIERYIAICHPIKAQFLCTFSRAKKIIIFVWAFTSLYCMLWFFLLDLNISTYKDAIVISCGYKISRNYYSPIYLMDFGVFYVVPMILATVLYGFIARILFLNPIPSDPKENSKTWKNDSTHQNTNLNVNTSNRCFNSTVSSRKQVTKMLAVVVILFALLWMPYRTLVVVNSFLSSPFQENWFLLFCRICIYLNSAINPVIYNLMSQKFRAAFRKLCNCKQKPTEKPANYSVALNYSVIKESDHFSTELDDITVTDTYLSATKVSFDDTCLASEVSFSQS
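Enhancer read-out: after compound pinning and an initial kinetic agonist-mode read, an EC20 of TRH (10 nM final) was injected and fluo-8 calcium signal (Ex 480/Em 530) followed at 1 s/cycle for 100 cycles in TRHR-expressing cells.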
RXFP1 antag: blocks the human relaxin receptor RXFP1 | Q9HBX9 | 350,000 tested, 0.59% active | HEK293-RXFP1, relaxin-stimulated cAMP HTRF, 30 min; hits give low values | activity change, negative = inhibition, % at 57.5 µM;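 active = activity change of -60% or lower, but not beyond a set lower limit; inconclusive = change between -60% and -40%, or beyond the set limit; inactive = change above -40%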; note: % is set by controls: 0 for no effect and ±100 for the full control effect
TRHR agonist: TRH receptor (human) agonism. 360,000 tested, 0.18% active. P34981. activation, % at 2 µM. TRHR cells, calcium flux fluo-8, FDSS agonist mode; note: 0% is about no effect
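Agonist-mode FDSS calcium read (Ex 480/Em 530, 1 s cycles) in 1536-well TRHR cells with fluo-8 dye, after 10-cycle baseline and 23 nL compound addition; TRH at EC20 (10 nM final) added afterwards for the enhancer phase.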
D1 antagonist: human D1 dopamine receptor antagonism; P21728; HEK293 TREx D1 cells, calcium flux, dopamine EC80; hits give low values; activity change, negative = inhibition, % at 10 µM; 360,000 tested, 3.2% active; in the data active = activity change below about -30%; note: % is set by controls: 0 for no effect and ±100 for the full control effect
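Using tetracycline-induced force-coupled D1 Hek293 cells and a calcium dye, signals were followed for 180 s after compound, then for 180 s after EC80 dopamine, to detect inhibitors.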
* = called active by the depositor; ? = inconclusive; · = not tested or not shown. Cut-off read from the data, not from the text of the source, unless noted: active = activation above about 30%; inactive = the rest.

SMILES	D1 ag	D2 agonist	D1 potentiator	D2 PAM	D2 antag	TRHR PAM	RXFP1 antag	TRHR agonist	D1 antagonist
O=C(NCc1ccccc1F)C1CCCN1S(=O)(=O)c1ccc(Cl)cc1 (stereo not drawn)	4.1	-0.3	-3.9	-4.6	8.8	-0.3	3.4	-0.2	23.3
O=C(Nc1ccccc1F)c1cnc(N2CCCCC2)c2ccccc12	0.2	0.3	-2.4	-0.5	·	1.7	?	-0.4	15.6
CC(C)(C)NC(=O)c1cccc2c1C(=O)c1ccccc1-2	1.1	·	-4.7	·	·	-0.8	-12.9	0.0	8.2
Cc1ccc(C)c(OCC(=O)Nc2c(C)n(C)n(-c3ccccc3)c2=O)c1	2.0	-0.2	-7.0	-3.6	-6.3	6.2	3.4	0.1	0.0
Cc1onc(-c2ccccc2)c1C(=O)Nc1nc2c(s1)C(=O)CC(C)(C)C2	0.3	0.4	0.5	-1.7	2.4	2.7	-1.9	-0.1	3.1
Cc1cc(C)n(-c2nc(NCCO)c3c4c(sc3n2)CCCC4)n1	0.2	-0.1	1.4	3.2	10.9	0.4	-0.8	-0.5	-20.2
CCS(=O)(=O)c1ccc(O)c(NC(=O)COc2ccc(Br)cc2)c1	1.6	-0.3	3.2	-8.8	4.9	-2.4	-11.1	-0.3	-3.2
Cc1ccc(-c2nn3c(-c4cccc(Cl)c4)nnc3s2)cc1	1.0	-0.1	-4.0	6.2	-1.2	-4.5	·	-1.0	11.0
COc1cc(/C=C2\SC(=S)N(NC(=O)c3ccc(O)c(OC)c3)C2=O)ccc1O	73.3*	11.5	5.4	-2.4	8.6	3.3	-25.1	45.2*	26.2
O=C(Nc1ccc2c(c1)OCO2)C1CC(c2ccccc2Cl)=NO1 (stereo not drawn)	0.9	-0.2	0.4	-2.7	8.9	-12.4	0.1	-0.5	15.5
COc1cccc(-n2cc(CNCc3c(C(=O)N(C)C)nc4ccc(Cl)cn34)cn2)c1	1.0	·	-1.1	-21.0	·	-4.5	1.7	1.0	-13.7
CC(=O)N1CCC2(CC1)C/C(=N\NC(=S)Nc1ccccc1C)c1cc(O)ccc1O2	2.3	-0.5	0.3	1.7	-2.4	-1.0	2.1	-0.4	10.7
COCCN(C(=O)CSc1nnc(-c2cccc(OC)c2)n1C)c1c(N)n(Cc2ccccc2)c(=O)[nH]c1=O	0.2	-0.7	-1.5	-0.2	-5.1	-5.2	·	-1.0	-3.7
Brc1ccc(N=Cc2ccccn2)cc1	1.6	3.7	-1.0	8.3	-3.1	-4.9	1.8	0.2	-7.3
CCc1cc(C(=O)N2CCCC(C(=O)c3cccc(OC(C)C)c3)C2)n(C)n1 (stereo not drawn)	4.4	-0.9	-3.7	11.3	3.0	-3.4	-6.6	-0.8	-15.4
CSc1nc(N2CCOCC2)c2c(c1C#N)CC(C)(C)OC2	4.6	0.4	6.0	-10.3	-4.9	7.5	·	-0.2	·
Cc1cc[n+](CC2OCc3ccccc3CO2)cc1	1.9	·	-4.6	·	·	1.5	8.5	-0.2	-6.2
Cc1ccc(N2CCCCn3c2nc2c3c(=O)n(CC(=O)O)c(=O)n2C)cc1	1.0	-0.5	-1.8	-1.8	-1.5	-0.6	·	0.5	-11.4
COc1ccc(S(=O)(=O)n2cnc3cc(C)c(C)cc32)cc1	-0.2	-1.8	-3.6	10.3	-14.9	-14.9	8.1	-0.4	-0.7
C[C@H]1C=C(C(=O)N2CCN(Cc3ccc4c(c3)OCO4)CC2)O[C@@H](OCc2ccc(CO)cc2)C1	-2.7	·	-3.6	·	·	1.2	·	-0.5	-27.8
Cc1ccc(C)c(OCCn2ccnc2)c1	6.2	-0.7	-6.3	-10.7	1.1	-0.3	4.0	-0.2	5.5
CCOc1ccccc1NC(=O)N1CCN(Cc2cc(=O)n3nc(-c4ccc(C)cc4)sc3n2)CC1	-0.3	-0.3	1.0	-5.3	·	7.1	·	0.1	1.1
N#Cc1c(Nc2cccc(F)c2)sc2c(O)cc(=O)[nH]c12	6.3	3.2	-4.1	12.0	5.4	0.9	0.3	2.5	32.0
Cc1ccc(CNC(=O)C2CCN(c3ncnc4c3nc3n4CCCCC3)CC2)cc1	-1.3	-0.3	-1.8	3.9	·	6.1	2.9	0.4	-12.2
CC(=O)c1sc(NC(=O)CCS(=O)(=O)c2ccccc2)nc1C	0.7	1.1	2.5	12.7	10.1	5.2	6.1	0.4	1.2
The list goes on:
SMILES	D1 ag	D2 agonist	D1 potentiator	D2 PAM	D2 antag	TRHR PAM	RXFP1 antag	TRHR agonist	D1 antagonist
CCc1cc2c(SCC#N)ncnc2s1	1.0	-0.4	7.1	0.0	-11.5	-0.5	-2.9	-0.4	2.3
CCOC(=O)N1CCN(c2ncnc3c2oc2nc(C)c4c(c23)CC(C)(C)OC4)CC1	1.7	0.0	-8.1	5.2	1.4	-5.5	·	-0.4	-1.0
C#CC[N+](C)(C)CCCCCCCC	-0.4	0.6	-7.0	5.9	9.8	-4.2	1.3	-0.4	6.7
O=S(=O)(c1ccccc1)N1c2cc(Cl)ccc2Oc2nc3ccccc3nc21	0.4	0.0	2.2	17.7	-25.5	-4.9	3.2	-0.7	40.5
CC1(C)Cc2c(sc3c2c(=O)n(Cc2ccccc2)c2nncn32)CO1	0.6	0.6	-1.6	3.9	-2.5	2.0	-1.8	0.2	-1.0
CC(CC(=O)Nc1nnc(C(C)(C)C)s1)c1ccccc1 (stereo not drawn)	5.6	-1.4	1.8	-2.4	3.2	-7.5	16.0	0.5	27.7
COc1ccc(-c2nc(CS(=O)CC(=O)NCCc3ccc(C)cc3)c(C)o2)cc1OC (stereo not drawn)	-0.8	-0.6	-1.8	-0.8	3.1	2.3	1.2	1.1	8.1
CCOc1cc(C(N)=O)cc(Cl)c1OCc1ccccc1	4.2	-0.9	1.6	5.7	1.8	-1.2	0.4	-2.1	-6.1
COc1ccc(N=C2SC(CC(=O)Nc3ccccc3OC)C(=O)N2Cc2ccco2)cc1 (stereo not drawn)	10.6	0.3	-5.1	2.5	2.6	-0.1	6.4	0.5	-7.9
Cc1cccc(OCc2nnc(SCc3nc4ccccc4c(=O)[nH]3)o2)c1	7.1	-0.4	-0.1	0.7	-7.8	4.7	-7.4	0.2	-12.6
Cc1cccn2c(=O)nc(SCC(=O)N3CCCC3)nc12	2.1	0.6	-1.4	-7.9	8.1	1.6	26.0	0.6	5.7
Cc1cc(OCC(=O)Nc2ccccc2C(N)=O)c2c(C)cc(=O)oc2c1	1.9	0.7	5.0	6.0	-1.4	6.6	·	1.6	0.5
COc1cc2c(cc1OC)-c1c(OC)c(OC)cc3ccnc(c13)C2=O	-2.1	2.0	-4.5	-1.3	-14.2	1.8	·	4.7	29.3
N#C/C(=C\c1cccnc1)C(=O)Nc1cccc2ccccc12	2.5	·	3.8	·	·	-8.0	-67.2*	0.5	17.8
Cc1cccc(C(=O)NCC(=O)N2CCCC2)c1	0.9	0.1	4.0	-5.7	29.3	4.2	1.6	0.6	3.1
COc1ccc(OC)c(NC(=O)CN2C(=O)CC(C)Sc3ccccc32)c1 (stereo not drawn)	2.7	-0.7	0.4	3.8	·	-2.9	·	-0.1	2.6
O=C(NCc1ccco1)c1cccc2c1C(=O)N(C1CCCCC1)C2	1.0	0.2	0.6	35.3*	-18.3	-5.5	-4.5	-0.3	15.6
O=C(O)[C@@H]1CCCN1S(=O)(=O)c1cccc(S(=O)(=O)N2CCC[C@H]2C(=O)O)c1	-0.3	-0.7	4.2	2.9	7.4	13.4	·	0.2	-5.7
Cc1ccc(NC(=O)CCC(=O)NNC(=O)c2ccccc2[N+](=O)[O-])c(C)c1	1.2	-0.3	-4.2	-9.9	5.2	-7.2	19.0	-0.2	-23.9
O=c1c2cc(N3CCOCC3)ccc2[nH]c(=S)n1Cc1ccco1	0.6	-0.4	-0.8	-5.8	-12.3	-4.1	14.0	-0.4	-3.7
CC(=O)c1c(C)[nH]c(C(=O)CN2CCN(S(=O)(=O)c3ccccc3[N+](=O)[O-])CC2)c1C	7.0	0.4	-4.1	-1.6	-17.7	45.3*	-17.0	0.3	-30.6*
COc1nonc1NC(=O)CSc1nc2ccccc2[nH]1	5.8	-0.2	-2.9	4.4	-0.2	6.0	1.7	-0.6	12.5
CCc1cc2c(N3CCN(c4ccccc4)CC3)ncnc2s1	1.1	0.5	-2.2	0.2	-1.2	5.6	-23.5	0.2	-6.0
O=C(Nc1nnc(-c2cccs2)o1)c1cccc(Oc2ccccc2)c1	85.0*	3.4	-6.0	-9.9	2.2	-1.8	·	2.7	-16.3
O=c1c(F)cn(C2CCCO2)c(=O)n1Cc1ccccc1Cl (stereo not drawn)	-3.4	0.4	-1.4	1.9	-8.1	0.1	-2.6	0.3	7.4
CC1CCN(c2ccc(NC(=O)Cn3c(=O)oc4ccccc43)cc2)CC1	9.5	-0.5	-0.2	-3.3	-2.8	11.9	-15.8	-0.4	3.5
COc1cc2[nH]c(=S)n(C3CCCC3)c(=O)c2cc1OC	0.0	0.2	-5.1	0.8	10.7	4.3	-12.1	0.9	3.0
COc1cccc(NC(=S)NNC(=O)C(C)n2nc(C)c([N+](=O)[O-])c2C)c1 (stereo not drawn)	0.2	0.4	-1.7	5.9	-12.1	5.0	8.0	0.2	-6.1
c1ccc2c(c1)N1CCCN=C1N2CCN1CCCCC1	1.8	-0.4	4.7	-3.1	-15.7	8.6	-9.9	0.1	6.2

Arranged by heavy-atom count (low to high): 8 of the compounds above
SMILES	D1 ag	D2 agonist	D1 potentiator	D2 PAM	D2 antag	TRHR PAM	RXFP1 antag	TRHR agonist	D1 antagonist
C#CC[N+](C)(C)CCCCCCCC	-0.4	0.6	-7.0	5.9	9.8	-4.2	1.3	-0.4	6.7
c1ccc2c(c1)N1CCCN=C1N2CCN1CCCCC1	1.8	-0.4	4.7	-3.1	-15.7	8.6	-9.9	0.1	6.2
N#C/C(=C\c1cccnc1)C(=O)Nc1cccc2ccccc12	2.5	·	3.8	·	·	-8.0	-67.2*	0.5	17.8
O=c1c2cc(N3CCOCC3)ccc2[nH]c(=S)n1Cc1ccco1	0.6	-0.4	-0.8	-5.8	-12.3	-4.1	14.0	-0.4	-3.7
CC1(C)Cc2c(sc3c2c(=O)n(Cc2ccccc2)c2nncn32)CO1	0.6	0.6	-1.6	3.9	-2.5	2.0	-1.8	0.2	-1.0
CC1CCN(c2ccc(NC(=O)Cn3c(=O)oc4ccccc43)cc2)CC1	9.5	-0.5	-0.2	-3.3	-2.8	11.9	-15.8	-0.4	3.5
O=C(O)[C@@H]1CCCN1S(=O)(=O)c1cccc(S(=O)(=O)N2CCC[C@H]2C(=O)O)c1	-0.3	-0.7	4.2	2.9	7.4	13.4	·	0.2	-5.7
COc1ccc(-c2nc(CS(=O)CC(=O)NCCc3ccc(C)cc3)c(C)o2)cc1OC (stereo not drawn)	-0.8	-0.6	-1.8	-0.8	3.1	2.3	1.2	1.1	8.1
